# FadD28 FP inh: inhibitors of FadD28 bisubstrate probe binding, primary screen, biochemical, fluorescence polarization, single point | Mycobacterium tuberculosis FadD28 fatty-acid-AMP ligase | inhibition, % at 12.5 µM | 360,000 tested, 0.22% active; in the data active means inhibition above about 8.5%, passing the limit was not always enough
# Mtb FBA inh: Mtb FBA enzyme inhibitors, primary screen, biochemical, fluorescence, strain H37Rv; AID 588726, 2011; Fructose-bisphosphate aldolase (Mycobacterium tuberculosis (strain ATCC 25618 / H37Rv)), …; inhibition, % at 1 µM; 360,000 tested, 2.3% active; purified M. tuberculosis FBA, fluorescence read-out; in the data active means inhibition above about 27%;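 further: 0% = vehicle and 100% = reference inhibitor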
# Target sequence (P9WQA3 whole entry, looked up): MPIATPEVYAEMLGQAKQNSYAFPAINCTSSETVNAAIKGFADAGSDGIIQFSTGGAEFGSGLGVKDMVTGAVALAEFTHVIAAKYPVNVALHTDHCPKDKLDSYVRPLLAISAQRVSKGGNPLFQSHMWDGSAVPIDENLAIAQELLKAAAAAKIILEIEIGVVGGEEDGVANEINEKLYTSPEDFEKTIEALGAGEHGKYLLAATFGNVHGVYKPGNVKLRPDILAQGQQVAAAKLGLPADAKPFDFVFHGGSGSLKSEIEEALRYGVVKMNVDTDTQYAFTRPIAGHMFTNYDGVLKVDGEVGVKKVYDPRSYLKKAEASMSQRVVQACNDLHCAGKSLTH
# Y pestis TopoI: Yersinia pestis topoisomerase I inhibitors, primary screen, biochemical, cleavage product accumulation, plate reader, single point; DNA topoisomerase I (Yersinia pestis CO92); Y. pestis Topo-I cleavage product accumulation; activity, % at 10 µM; 360,000 tested, 0.064% active; AID 504884, 2011; in the data active means activity above about 50%, passing the limit was not always enough; further: inactives centre near 2
# Mtb UGM inh: M. tuberculosis UGM enzyme inhibitors, primary screen, biochemical, fluorescence polarization, single point; UDP-galactopyranose mutase (Mycobacterium tuberculosis (strain ATCC 25618 / H37Rv)), …; purified UGM, fluorescence polarization probe displacement; inhibition, % at 10 µM; 320,000 tested, 0.06% active; AID 504406, 2011; in the data active means inhibition above about 10%, passing the limit was not always enough
# Target sequence (P9WIQ1 whole entry, looked up): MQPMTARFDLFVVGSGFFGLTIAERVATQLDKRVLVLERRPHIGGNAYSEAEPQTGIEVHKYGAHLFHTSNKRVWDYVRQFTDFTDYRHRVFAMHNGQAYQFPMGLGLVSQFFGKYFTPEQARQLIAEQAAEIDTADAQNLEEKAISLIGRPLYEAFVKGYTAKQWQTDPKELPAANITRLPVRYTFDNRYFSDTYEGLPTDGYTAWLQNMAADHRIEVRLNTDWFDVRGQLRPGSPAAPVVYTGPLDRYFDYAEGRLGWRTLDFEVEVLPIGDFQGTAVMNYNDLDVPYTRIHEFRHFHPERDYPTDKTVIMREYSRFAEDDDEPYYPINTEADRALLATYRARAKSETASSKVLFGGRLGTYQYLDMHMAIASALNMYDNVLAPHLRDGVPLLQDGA
# TcdB inh: TcdB glycohydrolase inhibitors, primary screen, biochemical, single point, plate reader; Toxin B (Clostridioides difficile), P18177; TcdB glycohydrolase enzymatic assay; inhibition, % at 9.99 µM; 350,000 tested, 0.24% active; AID 652162, 2013; in the data active means inhibition above about 10%
# Vc quorum ag: inducers of Vibrio cholerae quorum light production without autoinducers, primary screen, BH1578 luxS cqsA deficient, single point; V. cholerae BH1578 lux reporter, luminescence, 6 h; activation, % at 18.7 µM; 350,000 tested, 0.16% active; in the data active means activation mostly above about 9.7%, no sharp cut-off; further: not every result past the cut was called active; inactives centre near 0; reference of the scale not given here
# Mtb BioA inh: M. tuberculosis BioA enzyme inhibitors, primary screen, biochemical, plate reader, single point, HTS; 7,8-diaminopelargonic acid synthase BioA (Mycobacterium tuberculosis); purified M. tuberculosis BioA enzyme; inhibition, % at 9.99 µM; 360,000 tested, 0.096% active; AID 602481, 2012; in the data active means inhibition above about 40%
# GDH-TPI counter: GDH-TPI coupling enzyme inhibitors, primary screen, artefact control for M. tuberculosis FBA inhibitor project, biochemical, absorbance, full deck; GDH-TPI coupled enzyme counterscreen, NADH absorbance; inhibition, % at 4.8 µM; AID 588335, 2011; 360,000 tested, 1.2% active; in the data active means inhibition above about 30%;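 further: 0% = DMSO wells and 100% = wells lacking the enzyme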
# PfHsp40 rescue: rescue of yeast from PfHsp40 toxicity, primary screen, S. cerevisiae, ATP luminescence. S. cerevisiae expressing PfHsp40, growth rescue. growth rescue, % at 12.5 µM. 340,000 tested, 0.68% active; in the data active means growth rescue above about 28%, passing the limit was not always enough;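 further: yeast W303a lacking pdr1 and pdr3 grown in galactose medium; growth measured after three days at 30 °C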
# Starred values were filed as active, the others as inactive; i = inactive; x = no result given.
SMILES,FadD28 FP inh,Mtb FBA inh,Y pestis TopoI,Mtb UGM inh,TcdB inh,Vc quorum ag,Mtb BioA inh,GDH-TPI counter,PfHsp40 rescue
CC(=O)NC(CCC(=O)O)C(=O)O (stereo not drawn),-2.7,0.4,-10.8,x,2.1,-0.1,1.4,-8.8,-1.3
O=C(O)CC(CC(=O)O)c1ccsc1,-1.2,-1.2,-2.7,0.0,-0.4,i,-2.3,7.6,-0.4
Cc1ccc(OP(=O)(Nc2cccc(C)c2)Oc2ccc(C)cc2)cc1,0.5,-0.1,31.2,-1.5,1.2,i,-1.4,1.3,0.1
CC(=O)Nc1ccc(S(=O)(=O)Nc2nccc(/C=C/c3ccccc3F)n2)cc1,-2.8,0.6,-19.2,-2.0,-0.4,-1.9,x,8.5,-0.9
Oc1cccc(/C=C/c2ccc3cccc(O)c3n2)c1,0.3,0.2,-7.1,-1.1,0.6,i,0.1,20.3,1.4
O=C(NCCN1CCCCC1)Nc1ccc([N+](=O)[O-])cc1,-0.4,-2.4,-0.3,-1.6,0.3,0.8,0.1,22.3,-0.4
CN(C(=O)Oc1ccc(C(C)(C)C)cc1)c1ccccc1,0.2,0.8,21.0,-1.4,2.3,-0.8,x,-3.8,-0.2
CC1=NN(C(=O)c2ccccc2C)C(O)(c2ccc(Cl)cc2)C1 (stereo not drawn),-1.1,2.5,-1.8,-0.9,0.7,i,0.1,7.7,0.7
CC1CCN(CC(=O)n2c3c(c4ccccc42)CCCC3)CC1,-0.5,-1.7,18.7,-0.9,x,-0.3,0.7,0.8,-2.1
Cc1noc(C)c1C(=O)Nc1ccc(S(=O)(=O)N2CCC(C)CC2)cc1,0.3,1.3,9.3,2.5,-1.0,-0.3,0.5,6.6,0.6
CCC(=O)c1ccc(OCC(=O)N2CCN(S(=O)(=O)c3ccc(Cl)s3)CC2)cc1,-3.4,0.0,13.3,-0.2,1.2,i,-0.7,1.4,-0.8
O=C(O)C1CCN(S(=O)(=O)Cc2ccccc2)CC1,x,0.7,-1.2,0.0,0.8,i,-0.3,4.1,-0.4
Cc1ccc(-c2nc3c(Cl)cc(C(F)(F)F)cn3c2Cc2ccccc2)cc1,0.9,-0.1,x,x,-0.2,x,-2.2,x,x
CCN(CC)C(=O)C1=C(C)N(Cc2ccc(C(C)(C)C)cc2)C(=O)C(CC(=O)NC2CC2)C1 (stereo not drawn),-0.1,1.0,28.6,x,0.0,i,0.6,4.1,x
O=C(CSc1nnc2sc3ccccc3n12)N1CCN(c2ccccc2)CC1,-1.6,-1.0,20.6,-1.7,-1.9,-0.2,2.0,3.8,0.7
CCOC(=O)c1c(S(=O)(=O)N2CCN(C3CCCCC3)CC2)c(C)n(C)c1C,-1.0,2.6,7.5,5.5,0.3,-0.2,0.5,1.7,0.6
O=C1c2cccc3cccc(c23)C(=O)N1CC1CCN(S(=O)(=O)c2ccc(F)cc2)CC1,0.3,6.6,20.9,-3.0,1.6,-0.4,x,5.3,-0.1
c1cncc(CNc2c3c(nc4nnnn24)CCCC3)c1,-3.2,-3.5,-8.0,-1.0,x,i,-0.4,8.1,0.1
CCCC1CCC(C(=O)Nn2c(C)nc3ccccc3c2=O)CC1 (stereo not drawn),-0.6,1.6,-5.7,-1.3,0.7,4.8,-1.1,13.7,2.3
CCC(=O)N1CCN(c2ccccc2NC(=O)c2cccs2)CC1,-0.6,-2.0,6.9,-1.1,2.1,i,2.2,4.2,-0.2

# Single records (already shown). Values in the order: FadD28 FP inh	Mtb FBA inh	Y pestis TopoI	Mtb UGM inh	TcdB inh	Vc quorum ag	Mtb BioA inh	GDH-TPI counter	PfHsp40 rescue
# CC1CCN(CC(=O)n2c3c(c4ccccc42)CCCC3)CC1 is entered as -0.5	-1.7	18.7	-0.9	x	-0.3	0.7	0.8	-2.1
# CCOC(=O)c1c(S(=O)(=O)N2CCN(C3CCCCC3)CC2)c(C)n(C)c1C is entered as -1.0	2.6	7.5	5.5	0.3	-0.2	0.5	1.7	0.6
# CC(=O)NC(CCC(=O)O)C(=O)O (stereo not drawn) is entered as -2.7	0.4	-10.8	x	2.1	-0.1	1.4	-8.8	-1.3
# Oc1cccc(/C=C/c2ccc3cccc(O)c3n2)c1 is entered as 0.3	0.2	-7.1	-1.1	0.6	i	0.1	20.3	1.4
# O=C(NCCN1CCCCC1)Nc1ccc([N+](=O)[O-])cc1 is entered as -0.4	-2.4	-0.3	-1.6	0.3	0.8	0.1	22.3	-0.4

# (next part)
SMILES,FadD28 FP inh,Mtb FBA inh,Y pestis TopoI,Mtb UGM inh,TcdB inh,Vc quorum ag,Mtb BioA inh,GDH-TPI counter,PfHsp40 rescue
COc1cccc(C(=O)CSc2nnc(CNS(=O)(=O)c3ccc(C)cc3)n2C)c1,-1.2,4.0,-7.3,x,x,-0.9,x,0.0,0.1
O=C(c1cc(-c2ccccc2)nc2ccccc12)N1CCCc2ccccc21,-1.3,-4.4,1.6,-2.3,x,-0.1,x,0.7,1.7
NC(=O)c1ccccc1OCC(=O)N1CCc2ccccc2C1,0.5,0.6,-0.8,1.5,-0.3,-0.5,0.0,0.7,-0.9
Cc1cc(C)cc(N(C(=O)Cn2nnc(-c3ccccc3)n2)C(C(=O)NC2CCCCC2)c2ccccn2)c1 (stereo not drawn),-2.1,-2.8,5.4,-1.5,x,-0.6,0.7,0.7,-0.6
CCCCn1c(=NC(C)=O)c(C#N)cc2c(=O)n3cccc(C)c3nc21,0.3,102.4*,2.2,-2.6,0.6,-0.2,-0.8,0.5,0.2
COC(=O)c1cc2c(s1)-c1cc(F)ccc1OC2,-0.4,61.7*,-6.6,-1.8,0.5,-0.4,x,30.6*,-1.3
COc1ccccc1CNC(=O)c1ccc(C)s1,-0.4,0.2,6.7,2.0,2.6,i,1.1,-1.3,2.2
CC1CN(S(=O)(=O)Cc2ccccc2)CC(C)O1 (stereo not drawn),-0.3,2.0,2.7,-0.2,x,-1.4,-0.9,14.0,0.0
CCc1cc2c(=O)n(-c3ccccc3)c(SCC(N)=O)nc2s1,-0.1,2.1,7.3,0.5,0.0,0.0,0.5,0.0,-0.6
C=CCN(CC=C)C(=S)NC(=O)c1ccc([N+](=O)[O-])cc1,-4.6,-2.0,-4.5,-1.1,x,-2.1,x,-0.4,15.6
O=C(/C=C/c1cccs1)NC1CCS(=O)(=O)C1 (stereo not drawn),-0.2,2.3,9.6,-1.2,-0.4,-0.5,x,17.0,x
CC(C)CN(C(=O)COC(=O)c1ccc(C#N)cc1)C1CCS(=O)(=O)C1 (stereo not drawn),-3.3,0.1,-0.2,3.6,-9.3,i,-1.2,-3.0,-0.5
C/C=C/c1cc(CN2CCN(c3ccc(OC)cc3)CC2)c(O)c(OC)c1,-0.1,1.2,9.2,-1.5,0.5,-0.3,-0.8,5.7,2.9
O=S(=O)(c1ccc(F)cc1)n1ccc(-c2cccc(OCc3ccc(Cl)cc3Cl)c2)n1,-0.8,-2.0,9.0,-1.9,x,-0.3,-1.1,9.6,-0.1
COc1ccc(Cl)cc1C=CC=NNC(=O)c1ccncc1,-1.6,4.2,-5.4,x,1.2,1.9,x,50.0*,0.2
COc1ccc(C(C(=O)NCC2CCCO2)N(Cc2ccc(F)cc2)C(=O)CNC(=O)c2ccco2)cc1OC (stereo not drawn),0.5,-0.9,-0.5,2.5,0.3,-4.0,-1.5,-1.1,0.7
COC(=O)C1C(O)=C(C(C)=Nc2cccc3ccccc23)C(=O)CC1(C)C (stereo not drawn),-1.5,23.2,-5.4,-0.2,1.0,-1.4,x,10.3,1.2
c1ccc2c(c1)nc(NCCN1CCOCC1)c1nncn12,-3.7,-2.6,4.6,-4.3,-0.5,-0.2,-0.5,13.2,0.7
Cc1ccc(NC(=O)CSc2nnc(-c3ccccn3)n2N)c(Br)c1,-4.6,2.0,-0.2,-3.5,-0.4,-0.4,-1.8,0.8,x
CCCCN(CCCC)CC(O)CN(c1cc([N+](=O)[O-])ccc1OC)S(=O)(=O)c1ccccc1 (stereo not drawn),0.0,-0.1,-4.1,2.7,x,3.3,x,8.3,0.3
Cn1c(=O)[nH]c(=O)c2c1nc(N1CCOCC1)n2CCN1CCOCC1,-3.6,0.6,-6.6,-1.4,x,1.2,-3.7,-16.1,0.5
NC(=O)c1ccccc1NC(=O)COc1ccc2c(c1)OCO2,-0.6,0.8,1.9,-0.4,-0.6,-0.4,x,2.2,1.0
CC1=C(C)CC(C(=O)NNC(=O)c2ccccc2O)C(C(=O)O)C1 (stereo not drawn),-2.6,14.1,6.7,0.3,x,0.6,-0.3,6.7,1.2
O=C1Nc2ccccc2N(O)N1c1cc(-c2ccccc2)[nH]n1,-3.9,3.2,-3.5,-1.2,0.0,i,0.0,-10.9,0.7
Cc1cccc(NC(=S)NC(=O)c2ccc(-c3ccccc3)cc2)n1,0.1,0.8,-3.0,-0.1,1.4,-0.5,-3.2,14.1,0.3
CC(=O)Nc1ccc(Nc2cc(N3CCOCC3)c3nonc3c2[N+](=O)[O-])cc1,-1.5,3.3,-1.2,-0.1,1.4,i,x,4.9,-1.2
Cc1cc(C)cc(NC(=S)NCCCO)c1,-0.2,-0.2,4.0,3.0,-0.5,i,-0.4,5.9,-1.7
Cc1cc2c(cc1S(=O)(=O)Nc1cccc(C)c1C)n(C)c(=O)c(=O)n2C,-0.8,2.7,-5.2,-0.1,1.0,-0.2,0.9,6.9,1.1
O=C(CCN1C(=O)c2ccccc2C1=O)CN1CCOCC1,-3.7,-0.4,6.3,-1.2,0.2,3.3,3.1,-1.3,-0.7
CC1(C)OC2C(CO)OC(n3cnc4c(=S)nc[nH]c43)C2O1 (stereo not drawn),-2.5,0.2,-7.9,1.3,0.7,-0.5,-3.0,4.3,0.3
O=C(CCCN1C(=O)c2ccccc2C1=O)Nc1ccc2c(c1)OCCO2,-0.8,-0.4,0.5,3.3,0.8,-0.4,x,2.9,0.2
Cc1ccc(-n2nc(C)c(NC(=O)CCl)c2C)cc1C,-2.7,1.1,-0.4,1.5,x,-0.4,-0.1,-5.2,0.9
Cc1ccc(-n2nc(C(=O)NCc3ccc(C)o3)c3c4ccccc4n(C)c3c2=O)cc1,-2.5,3.7,2.9,1.3,x,-0.2,x,-3.4,1.0
Cc1ccc(NC(=S)Nc2ccc(F)cc2)c(C)c1,-1.5,-5.0,2.6,0.2,-1.9,-0.3,1.2,-0.3,-0.4
COc1cccc2cc(C(C)OC(=O)Nc3ccc(C)cc3)oc12 (stereo not drawn),-2.3,-2.9,0.2,0.4,0.0,i,x,-8.9,0.8
O=[N+]([O-])c1ccc(Cl)cc1N1CCOCC1,-0.9,1.1,-3.3,0.1,0.5,-0.9,-1.9,4.1,-1.2
Cc1nnsc1C(=O)NNC(=O)c1cccc2ccccc12,-3.7,-1.3,-1.7,1.2,-0.3,-0.4,-0.7,10.2,0.6
COc1cc(C(=O)N2CCN(c3ncnc4sc(C)c(C)c34)CC2)cc(OC)c1OC,-2.9,-5.3,4.0,2.2,x,i,5.7,9.6,-1.0
S=C=Nc1ccccn1,-2.9,0.8,3.2,0.6,0.5,-0.2,-0.2,1.7,-1.6
CC(O)(c1cccc(F)c1)c1nc(-c2cnc3ccccc3c2)cs1 (stereo not drawn),-4.5,2.2,5.4,x,-3.4,-0.1,0.0,0.0,x
CC(C)(C)C1CCC2(CC1)C(Nc1cccc(C(F)(F)F)c1)=NC(=S)N2CC#N (stereo not drawn),-1.3,2.9,6.7,1.0,x,0.4,3.3,-1.8,0.5
CN1CCN(CCCNC(=O)c2cc3c(-c4ccc(Cl)cc4)nn(C)c3s2)CC1,-2.3,27.6*,-11.4,x,2.0,-0.5,0.9,13.0,-1.1

# Compound activity (PubChem BioAssay)
